# SRC2 inh: human SRC2 (NCOA2) inhibition | AID 651957 | HEK293 GAL4-SRC2 luciferase reporter, luminescence | 370,000 compounds, 0.17% hits | inhibition, % at 9 µM;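 active = inhibition above the mean inhibition of all tested compounds plus 3 SD, set per campaign, cut at about 52% in these data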;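 note: 0% = DMSO treated cells and 100% = cells given Gossypol at 36 µM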
# MC4R barr agon: activates human MC4R beta-arrestin recruitment; AID 540308; 360,000 compounds, 0.98% hits; activation, % at 8.9 µM; U2OS MC4R beta-arrestin complementation, luminescence; percent of melanotan II response, DMSO zero;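 active = activation above a per-plate cutoff, the mean activation of sample wells on that plate plus 3 SD, cut at about 8% in these data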
# NOD2 RIPK2 PPI: inhibitors of human NOD2-RIPK2 interaction; AID 624267; inhibition, % at 4.98 µM; CHO BLA complementation NOD2-RIPK2, CCF4 ratio; 360,000 compounds, 0.38% hits; O43353; in the data active = inhibition above about 21%;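 note: 0% = vehicle only and 100% = reference blocker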
# NCOA3 inh: inhibitors of human steroid receptor coactivator 3 (SRC3) | Q9Y6Q9 | HEK293 GAL4-SRC3 luciferase reporter, luminescence | inhibition, % at 3.6 µM | 360,000 compounds, 0.17% hits | AID 588352;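 active = inhibition above a per-campaign cutoff, the mean of all compounds plus 3 SD, cut at about 60% in these data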;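 note: 0% = DMSO-treated cells and 100% = gossypol-treated cells at 36 µM; higher means less SRC3-driven luciferase light from the GAL4 reporter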
# Target sequence (Q9Y6Q9 whole entry, looked up, the tested form may be a part): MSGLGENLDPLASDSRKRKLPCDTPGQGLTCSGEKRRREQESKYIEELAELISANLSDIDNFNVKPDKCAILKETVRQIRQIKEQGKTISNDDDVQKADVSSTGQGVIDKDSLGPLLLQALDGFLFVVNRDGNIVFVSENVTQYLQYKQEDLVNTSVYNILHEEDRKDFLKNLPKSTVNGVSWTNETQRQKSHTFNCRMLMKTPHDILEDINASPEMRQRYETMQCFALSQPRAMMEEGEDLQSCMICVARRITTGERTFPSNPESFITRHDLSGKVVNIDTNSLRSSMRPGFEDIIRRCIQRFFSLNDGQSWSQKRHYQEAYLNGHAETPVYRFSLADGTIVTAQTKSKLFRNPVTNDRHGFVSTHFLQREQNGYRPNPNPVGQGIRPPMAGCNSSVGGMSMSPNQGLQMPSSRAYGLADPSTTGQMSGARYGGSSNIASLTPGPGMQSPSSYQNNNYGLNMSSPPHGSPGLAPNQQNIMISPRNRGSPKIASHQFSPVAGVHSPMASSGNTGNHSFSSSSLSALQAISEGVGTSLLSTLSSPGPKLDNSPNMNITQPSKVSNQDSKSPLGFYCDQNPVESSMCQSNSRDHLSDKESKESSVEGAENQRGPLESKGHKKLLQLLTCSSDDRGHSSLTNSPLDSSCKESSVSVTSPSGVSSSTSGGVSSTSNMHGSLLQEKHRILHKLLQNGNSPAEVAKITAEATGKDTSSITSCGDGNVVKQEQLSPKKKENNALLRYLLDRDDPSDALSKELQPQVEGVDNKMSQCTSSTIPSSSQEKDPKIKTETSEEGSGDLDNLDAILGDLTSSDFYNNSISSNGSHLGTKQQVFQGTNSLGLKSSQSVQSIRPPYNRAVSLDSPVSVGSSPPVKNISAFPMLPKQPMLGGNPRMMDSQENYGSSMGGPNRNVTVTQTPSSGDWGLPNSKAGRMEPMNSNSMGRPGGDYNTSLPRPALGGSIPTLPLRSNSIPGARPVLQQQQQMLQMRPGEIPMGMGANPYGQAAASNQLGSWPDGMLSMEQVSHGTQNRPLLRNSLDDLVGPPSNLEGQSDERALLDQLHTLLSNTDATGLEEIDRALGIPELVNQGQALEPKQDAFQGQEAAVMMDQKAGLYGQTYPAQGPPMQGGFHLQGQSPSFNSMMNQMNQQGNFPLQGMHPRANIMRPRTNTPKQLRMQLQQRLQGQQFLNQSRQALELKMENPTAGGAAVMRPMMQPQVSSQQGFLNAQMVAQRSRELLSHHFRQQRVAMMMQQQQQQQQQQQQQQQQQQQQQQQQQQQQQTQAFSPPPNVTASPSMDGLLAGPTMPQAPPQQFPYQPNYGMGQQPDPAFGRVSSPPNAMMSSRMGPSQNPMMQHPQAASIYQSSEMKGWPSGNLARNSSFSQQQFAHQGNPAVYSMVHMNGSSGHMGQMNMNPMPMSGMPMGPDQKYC
# ABHD5 PLIN5 PPI: inhibitors of human ABHD5-perilipin-5 interaction; Q00G26+Q8WTS1; Split G. princeps luciferase complementation, luminescence, 4 h; inhibition, % at 4 µM; 360,000 compounds, 0.78% hits;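 active = inhibition above the mean inhibition across every tested compound plus 3 SD, cut at about 22% in these data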;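 note: 0% = DMSO only wells and the 100% control is not disclosed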
# EBV LMP1 NFkB: reduces LMP1-driven NF-kappaB luciferase signal; 350,000 compounds, 0.69% hits; LMP1-induced NF-kappaB luciferase reporter cells, luminescence; inhibition, % at 12.5 µM; in the data active = inhibition above about 41%;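 note: 0% = neutral control wells and 100% = reference inhibitor control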
# TLR9-MyD88 block: blocks human TLR9 binding to MyD88; Q9NR96+Q99836; 340,000 compounds, 0.21% hits; CHO BLA complementation TLR9-MyD88, CCF4 FRET ratio; inhibition, % at 4.98 µM;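 active = inhibition above the mean over all tested compounds plus 3 SD, cut at about 21% in these data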;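 note: 0% = DMSO only wells and 100% = clavulanate BLA inhibitor control wells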
# NCOA1 inh: human NCOA1 inhibition; AID 588354; inhibition, % at 3.6 µM; Q15788; HEK293 GAL4-SRC1 luciferase reporter, luminescence; 360,000 compounds, 0.12% hits;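 active = inhibition above the campaign mean plus 3 SD, with each screening campaign given its own cutoff, cut at about 60% in these data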;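 note: 0% = DMSO treated cells and 100% = gossypol at 36 µM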
# NR5A2 inv ag: NR5A2 inverse agonism in reporter assay; O00482; HEK293T StAR-luciferase reporter, LRH-1 transfected, 24 h; inhibition, % at 3.6 µM; 360,000 compounds, 0.13% hits; AID 602396;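 active = inhibition above the mean inhibition of all tested compounds plus 3 SD, cut at about 73% in these data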;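 note: 0% = DMSO wells and 100% = reporter-only cells lacking LRH-1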
# MC4R antagonist: human MC4R antagonism in cAMP assay | MC4R-expressing cells, MTII-stimulated cAMP, LANCE TR-FRET | P32245 | 360,000 compounds, 0.48% hits | inhibition, % at 6.5 µM;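 active = inhibition above its plate's cutoff, the mean of tested wells on that plate plus 3 SD, cut at about 29% in these data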;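 note: 0% = Melanotan II alone and 100% = Melanotan II plus saturating MCL0020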
#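 Assay system: U2OS cells stably expressing human melanocortin 4 receptor (MC4R) / Dosing: 6.5 µM / Timing: compound 30 min, challenge 1 h, detection 1 h / Measured by: Eu-cAMP/anti-cAMP TR-FRET, emission 671 nm / Replicates: singlicate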
# NR2F2 inh: NR2F2 (human) inhibition, primary screen; P24468; HEK293T NGFI-A luciferase reporter, luminescence; inhibition, % at 8.6 µM; 370,000 compounds, 0.7% hits; AID 686940;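 active = inhibition above a per-plate cutoff, mean inhibition of test wells between control levels plus 3 SD, cut at about 38% in these data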;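 note: cells cotransfected with COUP-TFII expression vector driving the NGFI-A reporter; 0% = median of COUP-TF2 test wells and 100% = reporter-only cells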
# The depositor's hits bear a star; . = no result given.
SMILES,SRC2 inh,MC4R barr agon,NOD2 RIPK2 PPI,NCOA3 inh,ABHD5 PLIN5 PPI,EBV LMP1 NFkB,TLR9-MyD88 block,NCOA1 inh,NR5A2 inv ag,MC4R antagonist,NR2F2 inh
COCCNC(=O)/C(C#N)=C/c1cc(C)n(-c2ccc(C)cc2)c1C,-55.9,4.1,1.1,-84.5,8.8,-29.0,3.0,-110.8,-148.1,-14.2,-20.9
COC(=O)CNC(=O)Cc1c(F)cccc1Cl,-16.8,1.3,-3.9,-29.2,-0.5,8.1,6.6,0.8,-7.0,22.2,-4.2
Cc1cc(C(=O)CS(=O)(=O)c2ccc(Cl)cc2)cc(C)c1O,20.2,-1.5,3.4,4.8,-13.7,-5.2,10.3,14.3,9.3,-5.5,-20.4
CC(=O)Nc1ccc(S(=O)(=O)NCC(=O)OCC(=O)N2CC(C)OC(C)C2)cc1 (stereo unspecified),6.1,-1.5,8.6,7.3,7.2,6.2,-3.0,-18.7,-16.1,0.4,-8.0
Cc1cc(C)c(NC(=O)CSc2nnc(-c3ccccn3)n2N)c(Cl)c1,-10.1,-0.5,-11.8,18.8,-0.4,9.5,-5.5,-10.3,-12.3,15.8,9.2
CCCCNC(=O)C1(C)CCN1Cc1cc(C)ccc1C (stereo unspecified),4.6,-0.4,-3.2,-4.4,2.8,.,.,-7.0,-6.8,-3.1,-2.4
Cc1ccc(C2CC(=O)NC(SCCC(C)C)=C2C#N)cc1 (stereo unspecified),8.5,9.6*,4.9,-3.1,-7.8,-8.9,-8.7,7.2,-9.6,4.5,12.7
COc1cc(C(=O)Nc2sc3c(c2C(=O)O)CCC(C)C3)cc(OC)c1OC (stereo unspecified),-11.7,-0.1,2.7,-2.5,-6.5,17.4,-2.5,-14.7,10.5,-0.5,12.5
CCOC(=O)c1nc2cc3n(c(C)c-2c1C)C(C)C(CC)=C3C (stereo unspecified),-3.2,-2.1,-1.7,12.3,6.5,-4.3,0.1,0.3,-15.5,0.6,4.3
Cc1cc(S(=O)(=O)Nc2ccc(C(=O)N3CC(C)OC(C)C3)cc2)ccc1F (stereo unspecified),-5.0,-1.0,6.5,-2.5,-16.4,8.3,-9.5,-5.3,-9.5,8.0,1.4

# An excerpt from above in order of their number in NR2F2 inh, descending:
Compound | NR2F2 inh
Cc1ccc(C2CC(=O)NC(SCCC(C)C)=C2C#N)cc1 (stereo unspecified) | 12.7
CCCCNC(=O)C1(C)CCN1Cc1cc(C)ccc1C (stereo unspecified) | -2.4
CC(=O)Nc1ccc(S(=O)(=O)NCC(=O)OCC(=O)N2CC(C)OC(C)C2)cc1 (stereo unspecified) | -8.0

# (list continues)
SMILES,SRC2 inh,MC4R barr agon,NOD2 RIPK2 PPI,NCOA3 inh,ABHD5 PLIN5 PPI,EBV LMP1 NFkB,TLR9-MyD88 block,NCOA1 inh,NR5A2 inv ag,MC4R antagonist,NR2F2 inh
O=C(Nc1ccc(-c2nc3c(ccc4ccccc43)o2)cc1)c1ccco1,-35.7,15.3*,-39.1,-46.8,-0.7,-6.5,2.1,-49.3,-76.7,2.8,8.4
O=C(COC(=O)/C=C/c1ccc2c(c1)OCO2)NCc1ccc(F)cc1,-9.9,-1.5,-0.5,-8.5,-3.0,4.0,7.5,-19.2,-0.1,-15.6,-11.7
CCC1S/C(=N/C(=O)NC2CCCCC2)NC1=O (stereo unspecified),-2.8,-0.3,4.7,-46.6,-4.1,-3.8,-0.1,-36.8,-37.3,7.5,3.8
Cc1nc(C(F)(F)F)c(C(=O)NC(=O)Nc2ccc(OC(F)(F)F)cc2)s1,11.9,2.1,0.1,8.7,-11.0,-0.5,6.2,-8.8,-12.5,1.7,-0.5
CCCN(CC1CC1)C(=S)Nc1ccc(Oc2ccccc2)cc1,1.4,-1.4,-8.2,9.2,-2.6,9.5,1.5,-17.1,12.2,7.9,0.9
O=C(COc1c(Br)cc(Br)c2cccnc12)N1CCCCC1,-19.6,1.3,6.4,10.3,-8.3,-1.5,-11.4,-3.6,-7.8,10.3,-1.1
Cc1ccccc1NC(=O)C(C)n1c2ccccc2c2nc(=O)cc(C)n21 (stereo unspecified),16.2,2.9,7.4,23.3,9.9,-9.8,1.0,17.0,8.6,-4.2,6.8
O=C(COC(=O)/C=C/c1ccc(Cl)c(Cl)c1)NC1CCCC1,17.5,-1.6,-5.1,-2.7,0.3,3.9,-3.0,-7.1,-3.4,4.1,2.3
O=C(NCCc1ccc(Cl)cc1)c1cc(=O)[nH]c2ccccc12,-6.4,-0.7,-4.4,-9.9,3.9,0.0,1.5,5.9,9.3,1.3,0.5
Cc1ccccc1OCCNC(=O)/C=C/c1ccccc1,-34.2,-3.0,2.7,-10.4,-8.6,-5.2,-0.9,-6.4,-2.4,12.8,-18.2
Cc1cccc(C)c1NC(=O)CN1CCC(Cc2ccccc2)CC1,23.5,.,7.3,12.4,3.6,.,.,-2.6,27.5,.,11.2
CC(=O)Nc1cc2ccc(OC(C)=O)cc2oc1=O,2.0,-0.3,12.1,-6.1,1.5,4.9,20.0,-15.9,5.7,4.1,11.1
O=C1C=CC(=O)N1,-10.8,-0.7,4.7,-16.9,18.1,15.3,7.0,8.7,-7.7,-1.8,-12.6
Cc1cc(C)c(C#N)c(Nc2ccc(F)cc2)n1,-24.0,-0.4,5.3,3.2,-1.5,3.7,0.7,1.7,15.6,12.3,-0.2
CCOC(=O)c1c(S(=O)(=O)N(C)Cc2ccco2)c(C)n(C)c1C,-25.6,-0.2,-6.1,-4.8,-1.1,3.7,4.8,2.9,16.1,1.2,-6.4
CCOC(=O)c1cnn2cc(-c3[nH]ncc3[N+](=O)[O-])cnc12,-6.7,-1.9,-4.8,-7.3,-2.4,-7.8,-2.7,-12.5,-6.5,2.5,-7.2
Cc1ccc(CNC(=O)C(=O)NCCC2=CCCCC2)cc1,-16.8,3.4,1.8,10.1,1.1,6.1,-4.7,-2.6,0.3,8.4,-8.7
CC(c1ccccc1)c1nnc(NC(=O)Nc2ccccc2F)s1 (stereo unspecified),-75.8,10.3*,9.8,-59.9,-3.2,46.1*,0.3,-27.8,-52.2,7.7,-57.9
COCCCN1CN=C(NS(=O)(=O)c2ccc(C)cc2)NC1,-27.5,0.5,1.0,8.0,14.8,0.1,5.3,-5.2,10.3,4.3,-14.1
COc1ccc(/C=C/C(=O)OCC(=O)N2CCc3ccccc32)cc1,-5.9,-4.3,6.8,4.4,-1.5,-6.2,-9.6,-5.6,12.2,-3.9,-4.0
O=C(Nc1ccnn1C1CCN(Cc2ccc(OC(F)F)cc2)CC1)C1CCCC1,9.5,-3.3,3.2,5.3,-3.3,10.3,-9.7,4.8,27.1,9.9,23.4
COc1ccc(CN2CCn3nc(C(=O)NC4CC4)cc3C2=O)cc1,5.9,-1.8,-9.3,-4.7,2.5,3.3,0.8,4.2,16.9,-5.5,0.4
CC(=O)Nc1cc2c(cc1[N+](=O)[O-])-c1ccccc1C2O (stereo unspecified),.,3.2,-0.2,-10.2,-12.1,1.3,-5.4,0.1,12.2,-3.1,.
COc1ccc(NC(=O)C[C@H]2C(=O)N(c3ccc(Br)cc3)C[C@@H]2c2ccc(OC)cc2)cc1,-5.0,-1.7,1.2,-13.8,-2.1,-5.7,0.0,-19.8,-20.5,4.9,-19.6
COc1ccccc1NC(=S)NNC(=O)c1nn(C)c(C)c1Br,-31.8,1.9,-6.3,-41.1,2.5,-4.0,-0.2,-50.1,-135.4,-5.8,-35.5
CCN(c1ccccc1)S(=O)(=O)c1cc(C(=O)Nc2cccc(Cl)c2)ccc1F,0.1,-0.6,-21.0,0.2,0.3,-8.4,5.7,12.0,-5.5,2.1,-7.6
CCCCCC/C=C/c1ccc(OC)c([C@H]2[C@H]3C=CC[C@@H](C)[C@@H]3C(=O)N2Cc2ccccc2)c1,-9.5,-2.2,2.8,3.8,-4.1,-0.5,12.3,-2.1,-7.7,5.8,-12.7
COC(=O)Cn1c(C)nc([N+](=O)[O-])c1Br,24.8,-3.4,-6.4,18.6,4.6,4.9,0.6,-3.7,19.4,12.9,2.8
CCN1CCN(CCCNC(=O)C2c3ccccc3C(=O)N(C)C2c2ccc(OC)cc2)CC1 (stereo unspecified),-2.0,-3.1,-3.7,11.5,2.6,1.7,3.0,2.4,7.3,8.0,4.7
COc1cc2nc(C3CCC3)n(NC(=O)C3CCC(OC)CC3)c(=O)c2cc1OC (stereo unspecified),3.2,-2.6,-1.2,-16.3,-3.3,4.8,-7.5,-10.3,-7.6,1.6,23.8
COc1ccccc1CCC(=O)N1CCC(n2nccc2NC(=O)CC(C)C)CC1,3.3,-2.1,9.1,-7.1,3.6,-6.7,1.9,-12.8,-12.5,-0.3,5.0
CCc1ccc(-c2nc(SCC(=O)c3c(N)n(C4CC4)c(=O)[nH]c3=O)n[nH]2)cc1,-30.7,-4.0,7.3,-1.9,1.7,6.2,3.7,-12.6,18.2,2.8,-1.0
COc1ccccc1N(C)S(=O)(=O)c1ccc(C)c(C(=O)Nc2nccs2)c1,2.8,-1.5,3.4,-2.5,7.7,1.6,-4.9,-5.8,15.5,7.7,-20.1
CC(=O)c1c(C(C)=O)c(C)n(-c2nc(-c3cccs3)c(C)s2)c1C,-6.6,0.5,-11.3,29.2,1.9,-5.6,-4.1,1.6,8.5,2.2,-22.4
O=C(COC(=O)CN1C(=O)c2ccccc2C1=O)NC1CCCCC1,-26.9,-0.5,-3.1,3.8,9.1,-2.3,-0.8,1.8,-3.6,6.9,4.9
O=C(NC(=S)Nc1ccc(N2CCOCC2)c(Cl)c1)c1cccs1,-60.3,-1.9,-7.0,-19.5,-2.1,0.0,-3.8,-52.0,-66.7,-0.7,10.6
C=CCN1c2ccccc2[C@]23C[C@@H](C(=O)OC)N=C2NC(C(=O)OC)=C(C(=O)OC)[C@H]13,-15.3,-2.1,6.1,3.9,0.9,2.8,-4.1,-8.6,-5.4,11.1,5.8
COc1cc([N+](=O)[O-])ccc1NC(=S)NC(=O)CC(C)(C)C,2.0,-2.5,-0.7,-6.9,-3.8,-13.4,3.8,-5.6,13.6,30.3*,-7.7
OCCN1CCN(c2ncnc3c2ncn3[C@H]2CN(Cc3ccccc3)C[C@@H](CO)O2)CC1,18.6,-1.3,-16.9,7.3,5.2,.,.,-18.0,12.6,4.3,-9.4
O=C(OCCN1C(=O)c2ccccc2C1=O)c1cc(S(=O)(=O)N2CCOCC2)ccc1Cl,-23.3,-1.1,-4.8,3.7,0.7,-1.8,2.3,2.6,-2.9,-9.6,4.7
CC(=O)NC(CC(=O)NNC(=O)C(C)Oc1ccccc1F)c1ccccc1 (stereo unspecified),8.0,-2.2,-2.7,-16.7,5.0,-21.7,-0.8,2.5,-21.6,11.2,8.9
CCCCCCCCN1C(=O)[C@H](CC(=O)NCCCOCCCC)C[C@@]2(C(=O)OC)CCCCC=C12,-3.9,.,2.2,.,-5.2,.,.,.,-0.3,.,12.8
O=C(NCCC1=CCCCC1)c1ccc(=O)oc1,-1.5,0.2,-10.0,6.2,9.7,-6.2,-4.6,8.2,7.4,2.5,10.1

# Source: PubChem

# The list is partial; the hit share may differ from the screen's.
